TIM10 inh: inhibits growth of TIM10 yeast strain; S. cerevisiae TIM10 strain growth, BacTiter-Glo luminescence, 24 h; inhibition, % at 10 µM; AID 463195; 330,000 compounds, 1.4% hits;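 active means inhibition of 40% or more at the single tested concentration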;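 further: wild-type TIM10 isogenic control strain grown at permissive 25 °C; 0% = DMSO yeast wells and 100% = minimal medium wells without yeast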
MIN6 prolif: MIN6 beta-cell proliferation induction | MIN6 cells proliferation, ATPlite luminescence, 48 h; cells starved in 0.2% serum; 100% = growth in 10% serum | proliferation, % at 10 µM | 330,000 compounds, 0.29% hits;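 active means compounds whose signal lies at least 3.5 SD above the mean of all wells on their plate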;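 further: 0% = DMSO-treated cells in low-serum medium and 100% = 10% serum control; some compounds called inactive have numbers as strong as hits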
mIAP block: mouse IAP inhibition; inhibition, % at 10 µM; 330,000 compounds, 0.2% hits; purified mouse IAP, CDP-Star luminescence, 30 min;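 active means inhibition of at least 40% at 10 µM in the primary screen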;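 further: plate controls were DMSO with enzyme for no effect and no enzyme wells for full effect; values of inactives mirror those of a sister screen read the other way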
hIAP inh: blocks human intestinal alkaline phosphatase; purified IAP, CDP-Star luminescence, 30 min; inhibition, % at 10 µM; 330,000 compounds, 0.12% hits; AID 2544;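 active means inhibition reaching a set limit with compound at 10 µM in the primary screen, cut at about 35% in these data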;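 further: plate controls were DMSO wells with enzyme for no effect and no-enzyme buffer wells for full effect; values of inactives mirror those of a sister screen read the other way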
NLRP3 yeast inh: NALP3 inhibition in yeast; 330,000 compounds, 0.39% hits; AID 2825; Yeast reconstituted NLRP3/ASC/caspase-1, beta-gal luminescence, 24 h; inhibition, % at 10 µM;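 active means inhibition of 50% or more; inactive means inhibition below 50%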;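 further: plate controls were induced DMSO wells for no effect and uninduced yeast grown without galactose for full effect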
APOBEC3A inh: inhibitors of human APOBEC3A DNA deaminase; 330,000 compounds, 0.41% hits; inhibition, % at 20 µM; AID 493011; P31941; recombinant A3A, FAM/TAMRA ssDNA deamination fluorescence;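 active means at least 40% inhibition at 20 µM here, with at most 30% in a related deaminase screen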;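 further: plate controls were A3A with DMSO for no effect and wells lacking A3A enzyme for full effect; some results filed as inactive read as strong as hits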
APOBEC3G inh: inhibitors of human APOBEC3G DNA deaminase; inhibition, % at 20 µM; 330,000 compounds, 0.28% hits; recombinant A3G, ssDNA deamination FAM/TAMRA fluorescence; AID 493012;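 active means inhibition of at least 40% at 20 µM, with no more than 30% in the related APOBEC3A deaminase screen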;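 further: plate controls were DMSO wells with A3G for no effect and wells lacking A3G enzyme for full effect; some compounds called inactive have numbers as strong as hits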
tim10-1 inh: inhibits growth of tim10-1 mutant yeast; 330,000 compounds, 2.2% hits; AID 463190; inhibition, % at 20 µM; S. cerevisiae tim10-1 ts strain growth, BacTiter-Glo, 24 h;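 active means inhibition of at least 40%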;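 further: mutant grown at 25 °C; 0% = DMSO wells with yeast and 100% = wells holding no yeast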
mIAP act: increases mouse intestinal alkaline phosphatase activity | muIAP, CDP-Star luminescence, 30 min; hits give high values; 1 = vehicle-only enzyme signal, 0 = enzyme-free wells | activation factor at 10 µM | AID 2805 | 330,000 compounds, 0.24% hits;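 active means activation factor of at least 2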; further: the source names both 10 and 20 µM as test concentration; values of inactives mirror those of a sister screen read the other way
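Assay system: mouse IAP enzyme; Reagent: CDP-Star chemiluminescent phosphatase substrate; Compound: DMSO-dissolved test compounds; Incubation: 30 min, room temperature; Technique: luminescence from enzymatic CDP-Star hydrolysis; Controls: DMSO-only wells and no-enzyme negative control.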
Starred values were filed as active, the others as inactive.

mol	TIM10 inh	MIN6 prolif	mIAP block	hIAP inh	NLRP3 yeast inh	APOBEC3A inh	APOBEC3G inh	tim10-1 inh	mIAP act
Cc1ccc(CNC(=O)c2cc(-c3ccccc3)nn2CC2CC(c3cccnc3)=NO2)cc1 (stereo not given)	-1	-2	-8	8	-1	-2	-6	13	1.1
Cc1ccc2c(c1)[C@@H](O)C[C@@H](C)N2N=O	9	0	2	15	-3	-4	-3	6	0.98
CCCN(Cc1nnc(-c2ccccc2Cl)o1)C(=O)c1cccc(S(=O)(=O)N2CCOCC2)c1	7	-2	-4	-2	9	2	-1	7	1
CC(=O)N/N=C(\C)c1cccc(C(F)(F)F)c1	9	-3	-6	-7	-11	1	-4	4	1.1
CCC(=O)N(Cc1cc(=O)[nH]c2ccccc12)c1ccccc1C	7	2	4	5	-5	1	-4	3	0.96
COc1cccc(CNS(=O)(=O)c2c(C(=O)N3CCCCC3)c(C)n(C)c2C)c1	13	3	0	13	17	-1	-3	-6	1
CCOCCOC(=O)C1=C(C)NC(=O)NC1c1cc2c(cc1Br)OCO2 (stereo not given)	-5	-2	9	5	7	0	-4	-1	0.91
O=c1ccc(Cl)nn1-c1ccccc1	-8	2	-6	16	6	1	3	7	1.1
COc1cccc(COC(=O)Nc2ccccc2F)c1	1	0	0	1	33	0	-3	8	0.99
COc1ccc(C(C)NC(=O)CC23CC4CC(CC(C4)C2)C3)cc1 (stereo not given)	17	-2	-4	12	31	7	-3	34	1
Cc1occc1-c1nnc(SCC(=O)c2c[nH]c3ccccc23)n1C	17	0	3	10	3	-1	-4	9	0.97
COc1cccc(NC(=O)CSc2nnc(Cc3cccs3)n2-c2ccc(C)cc2)c1	10	-3	-7	7	8	-2	-5	22	1.1
CCN1CCN(C(=O)C2CCCN(S(=O)(=O)c3cccc4nsnc34)C2)CC1 (stereo not given)	10	-6	2	-43	5	2	1	-5	0.98
CN(C)CCn1c(N)nc2ccccc21	-6	-1	0	-2	1	-2	-3	-12	1
O=C(Nc1ccc(S(=O)(=O)NC2CCCCC2)cc1)c1ccco1	-1	-1	-7	10	22	3	7	-13	1.1
O=C(Nc1ccc(CN2CCOCC2)cc1)c1ccccc1F	-4	-3	-6	-7	1	1	0	34	1.1
COc1ccc(/C=N/NC(=O)c2ccc(NC(=O)c3cccc([N+](=O)[O-])c3)cc2)c(OC)c1	-1	1	10	5	-1	-2	-3	1	0.9
CCC(O)C1CCN(C(=O)c2cc(COc3ccc(F)cc3F)on2)CC1 (stereo not given)	8	-1	5	-13	5	-3	-5	29	0.95
CCOC(=O)C1=C(c2ccccc2)NC(=O)NC1c1cc(OCC)c(O)c([N+](=O)[O-])c1 (stereo not given)	-1	2	-7	10	-13	-6	-3	-5	1.1
S=c1[nH]ccn1CCc1ccccc1	-5	2	-8	-6	18	2	25	19	1.1
Cc1cc(C(=O)CSc2ncnc3ccccc23)c(C)n1C1CC1	-5	-2	3	6	28	-3	-8	-13	0.97
Cn1cc([N+](=O)[O-])c(C(=O)n2cccn2)n1	8	1	-6	-6	9	-1	-6	7	1.1
COc1ccc(Nc2nc(N)nc(CN3CCN(c4ccc(F)cc4)CC3)n2)cc1	24	-2	-3	1	15	1	2	18	1
O=C(O)c1cccc(CSc2n[nH]c(-c3ccc(Cl)cc3Cl)n2)c1	-3	1	-2	40*	10	30	-1	-7	1
CCOc1ccc(NC(=O)COC(=O)c2n[nH]c3ccccc23)cc1	-20	2	8	-13	2	-2	-6	-41	0.92
NC(=O)C[C@H](NC(=O)c1ccc(Cl)cc1)C(=O)OCc1ccccc1	3	-3	1	11	19	-5	-9	2	0.99
Cc1ccc2c(c1)N(CC(=O)N1CCN(C3CCCCC3)CC1)C(=O)CO2	4	-1	5	1	4	-5	-11	-19	0.95
COc1cc(CN2CCN(Cc3ccco3)CC2)cc(OC)c1	-2	-2	-3	-11	-1	-5	-9	-6	1
COC(=O)c1cccc(N(CC(=O)NC2CCCCC2)C(=O)CNC(=O)c2cccs2)c1	8	1	2	0	10	-4	-7	-20	0.98
COCCn1c(SCC(=O)N2CCC(C)CC2)nc2ccccc2c1=O	-13	-1	3	-3	15	-3	-6	-1	0.97

Pulled one by one from the list above (2):
mol	TIM10 inh	MIN6 prolif	mIAP block	hIAP inh	NLRP3 yeast inh	APOBEC3A inh	APOBEC3G inh	tim10-1 inh	mIAP act
CCC(O)C1CCN(C(=O)c2cc(COc3ccc(F)cc3F)on2)CC1 (stereo not given)	8	-1	5	-13	5	-3	-5	29	0.95
Cc1ccc(CNC(=O)c2cc(-c3ccccc3)nn2CC2CC(c3cccnc3)=NO2)cc1 (stereo not given)	-1	-2	-8	8	-1	-2	-6	13	1.1

More results follow.
mol	TIM10 inh	MIN6 prolif	mIAP block	hIAP inh	NLRP3 yeast inh	APOBEC3A inh	APOBEC3G inh	tim10-1 inh	mIAP act
NC(=O)CC(NC(=O)c1ccccc1)c1ccc(N2CCCCCCC2)c([N+](=O)[O-])c1 (stereo not given)	-4	-5	11	-16	13	2	4	-8	0.89
COc1ccc(/C(O)=C2\C(=O)C(=O)N(c3cc(C)on3)C2c2ccccc2OC)cc1 (stereo not given)	-13	-3	-9	-1	-4	-9	-7	13	1.1
CC1(C)CC2CC(C)(CN2C(=O)COC(=O)c2ccccc2C(F)(F)F)C1 (stereo not given)	8	-1	-11	-6	16	-2	-6	-3	1.1
CC(=O)NC(Cc1ccccc1F)C(=O)NC1CCN(C(=O)Nc2ccc(C)cc2)CC1 (stereo not given)	-6	-2	3	5	11	-2	-7	1	0.97
O=C(Nc1ccnn1C1CCN(C(=O)c2cccc(Cl)c2)CC1)C1CCOC1 (stereo not given)	-1	0	4	20	19	-2	-7	0	0.96
O=[N+]([O-])c1cccnc1Oc1ccc(F)cc1F	10	3	-10	-2	-17	4	-2	5	1.1
CCCCCN1N=C(C)CC1=O	5	-2	-10	-12	16	-8	-5	9	1.1
O=C(c1c[nH]c2ccccc12)C(F)(F)F	-11	-1	9	-4	18	3	-7	-19	0.91
CN(Cc1ccccc1)C(=O)c1cccc(C(=O)N(C)Cc2ccccc2)c1	29	2	1	-4	17	-2	-6	19	0.99
Cc1sc2nc(CSCC(=O)Nc3ccc(OC(F)F)cc3)[nH]c(=O)c2c1C	4	0	12	-2	-4	3	-1	17	0.88
O=C(CN1CCN(Cc2ccccc2Cl)C1=O)NCc1ccccn1	1	0	6	6	-10	0	-7	13	0.94
COc1ccc(OC)c(NC(=O)CN2C(=O)NC3(CCOc4ccccc43)C2=O)c1 (stereo not given)	3	3	-7	5	-4	-3	-5	7	1.1
Cc1cc(C)nc(SCc2nnc(SCC(=O)Nc3nc(-c4ccccc4)cs3)n2-c2ccccc2)n1	16	0	-4	-3	7	-1	-2	25	1
Cc1ccccc1C(=O)N/N=C/c1ccc(Sc2ccccn2)o1	4	2	-3	3	3	-4	-7	23	1
CCn1c(=NC(=O)C2COc3ccccc3O2)sc2c(C)ccc(OC)c21 (stereo not given)	15	-8	1	1	-4	4	-3	22	0.99
CC(=O)NC(CCS(C)(=O)=O)C(=O)Nc1ccc2c(c1)OCO2 (stereo not given)	8	3	-10	12	14	-5	-12	4	1.1
CCC(C)(C)NC(=O)C(c1cccc(OC)c1)N(C(=O)c1ccn[nH]1)c1cccc(OC)c1 (stereo not given)	14	0	-16	-60	5	-3	-5	12	1.2
CN1C(=O)Cc2cc(S(=O)(=O)NCCc3ccccc3)ccc21	-1	0	-1	-9	11	0	-7	-10	1
CC(C)n1c2ccccc2c2cc([N+](=O)[O-])ccc21	-8	0	-8	5	28	-1	-7	-5	1.1
COc1ccc(-c2ccc(CO)o2)cc1N	9	-4	2	0	19	1	-3	10	0.97
CCCCN(CCCC)CCCNC(=O)CC1Oc2ccc(C)cc2NC1=O (stereo not given)	-1	2	12	-5	5	2	-1	3	0.88
CCOc1ccccc1N(CC(=O)NCc1ccccc1)C(=O)CCC(=O)Nc1cc(C)ccn1	-2	-3	4	-3	5	-1	-3	16	0.96
O=[N+]([O-])c1ccccc1N/N=C\c1ccccc1F	2	-2	6	-18	8	-1	-3	13	0.94
COc1ccccc1NC(=O)N1CCN(c2ccnc3cc(Cl)ccc23)CC1	9	0	0	-8	22	-4	-8	31	1
CS(=O)(=O)N(CC(=O)Nc1cc(Cl)ccc1Cl)c1ccccc1	-13	-2	6	16	13	-3	-6	29	0.94
COc1cccc(-n2nnnc2SCC(=O)Nc2ccc(NC(C)=O)cc2)c1	12	-3	1	13	-4	-2	-6	-23	0.99
COC(=O)c1cc(C(=O)OCC(=O)N(C)C2CCS(=O)(=O)C2)cc([N+](=O)[O-])c1 (stereo not given)	-12	1	6	-10	10	5	-5	0	0.94
Cc1ccc(/C=N/NC(=S)NCCc2ccccc2)s1	10	-3	4	4	12	-3	-10	-60	0.96
Cc1ccc(N2C(=O)C3C(C2=O)C(C(=O)c2ccc(Cl)cc2)N2CCCC32)cc1 (stereo not given)	14	-3	8	-10	9	3	2	19	0.92
Cc1c(Cl)cccc1NC(=O)NN1CCN(C)CC1	-12	-1	-11	-9	16	0	-8	-1	1.1
COc1cccc(N=c2oc3c(C)ncc(CO)c3cc2C(N)=O)c1	-1	0	-4	0	4	1	1	5	1
CN(c1ccccc1)c1nc(N)c([N+](=O)[O-])c(Nc2cccc(F)c2)n1	-3	-2	3	17	19	0	-3	22	0.97
COC(=O)c1cc(C)nc(N)c1C#N	-1	0	-8	19	9	-2	-8	8	1.1
CC(C)CN1CCC(=O)N([C@H](CSc2ccccc2)Cc2ccccc2)CC1	15	-8	-7	6	7	1	-2	15	1.1
COC(CNS(=O)(=O)c1ccc(S(=O)(=O)N2CCCC2)cc1)OC	0	1	-13	-10	9	-10	7	-5	1.1
COc1ccc(-c2noc(-c3cccc(OC)c3OC)n2)cc1OC	5	-2	10	14	22	0	-1	21	0.9
COC(=O)NNC(=O)C(c1ccccc1)c1ccccc1	14	0	2	-10	-6	0	-7	6	0.98
Cc1cc(OCC(=O)OCC(=O)Nc2cc(S(=O)(=O)N3CCOCC3)ccc2Cl)ccc1Cl	3	-1	-5	-18	11	-4	-8	23	1.1
O=C(CCCC(=O)Nc1cccnc1)Nc1cccnc1	0	2	8	18	1	-4	-7	-3	0.92
Cc1ccc(-n2nc3c(c2NC(=O)c2c(F)cccc2Cl)CS(=O)(=O)C3)cc1C	11	-1	6	-12	1	-4	-8	15	0.94
NC(=O)CSc1nc2ccccc2c(=O)n1Cc1ccccc1	1	2	1	14	17	3	27	-8	0.99
COC(=O)C1CC(O)CN1S(=O)(=O)c1cccs1 (stereo not given)	2	-3	-5	-8	-3	-4	-2	-1	1.1
O=c1ccc2cc(S(=O)(=O)NCc3ccccc3)ccc2[nH]1	-8	3	0	0	9	-1	-10	-28	1
COc1ccc(C2c3ccc4ccccc4c3Oc3ncn(CCCO)c(=N)c32)cc1 (stereo not given)	3	-4	0	10	2	4	-9	11	1
O=C(Nc1cccc([N+](=O)[O-])c1)N1CCCCCC1	0	8	11	13	6	-5	-9	6	0.89
Cc1ccc(C(=O)Nc2ccccc2C(=O)N2CCCCCC2)cc1	13	-4	-13	-22	-21	-3	0	28	1.1

Assay outcomes from PubChem BioAssay.
